CBFb-RUNX1 inh: inhibitors of human CBF-beta and RUNX1 interaction; Q01196+Q13951; AlphaScreen CBFb-His/RUNX1-biotin binding, biochemical; 230,000 tested, under 10 active; Potency, µM (doses to about 59.8 µM), for the others: top-dose activity, negative = inhibition, most hits filed as inhibitors; further: % of control where 0% means no effect
Target sequence (Q01196 whole entry, looked up): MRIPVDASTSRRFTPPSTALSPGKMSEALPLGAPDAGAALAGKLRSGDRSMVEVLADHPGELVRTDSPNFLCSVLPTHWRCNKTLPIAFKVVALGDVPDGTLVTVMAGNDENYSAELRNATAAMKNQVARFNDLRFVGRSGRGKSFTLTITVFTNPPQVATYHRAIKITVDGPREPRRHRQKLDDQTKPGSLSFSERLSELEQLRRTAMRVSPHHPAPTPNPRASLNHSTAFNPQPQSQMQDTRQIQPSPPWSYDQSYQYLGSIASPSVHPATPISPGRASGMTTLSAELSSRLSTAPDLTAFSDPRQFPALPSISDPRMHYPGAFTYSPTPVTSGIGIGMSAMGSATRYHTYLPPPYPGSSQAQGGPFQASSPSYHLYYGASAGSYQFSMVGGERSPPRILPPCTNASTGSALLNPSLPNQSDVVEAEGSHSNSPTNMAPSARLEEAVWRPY
Target sequence (Q13951 whole entry, looked up): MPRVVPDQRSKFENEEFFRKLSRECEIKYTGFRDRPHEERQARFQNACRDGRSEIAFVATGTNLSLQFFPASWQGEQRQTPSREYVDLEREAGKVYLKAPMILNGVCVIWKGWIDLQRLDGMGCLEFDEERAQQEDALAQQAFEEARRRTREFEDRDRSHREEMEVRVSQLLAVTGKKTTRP
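AlphaScreen proximity signal reports loss of binding between His-tagged CBF-beta and biotin-labelled RUNX1, each at 30 nM. Proteins are pre-associated for 20 minutes, compounds added for 15 minutes, then beads for 90 minutes, all at ambient temperature.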
GAA glycogen: inhibitors or activators of human alpha-glucosidase glycogen cleavage; actives 0.38% (n = 300,000); recombinant GAA, glycogen substrate, Amplex Red glucose oxidase fluorescence; P10253; Potency, µM (highest dose often 76.4 µM), inactives show at the top dose activity change, negative = inhibition, actives largely listed as inhibitors;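 further: potency means the concentration at half of the fitted maximal effect; 0% = full enzyme reaction and -100% = no-enzyme basal signal; the screen sought inhibitors and activators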
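Natural-substrate format: glycogen cleavage by 4 nM human enzyme, glucose read by Amplex Red coupling (Ex 573, Em 610 nm). Normalized to enzyme and no-enzyme controls.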
HTT aggregate: reduces HttQ103-GFP aggregates in PC12 cells; AID 1688; actives 1.1% (n = 220,000); PC12 HttQ103-GFP aggregates, Acumen cytometry, 40 h; Potency, µM (doses to about 46.1 µM), without a hit: at the highest dose activity change, negative = inhibition, usual class: inhibitors; further: potency means the concentration at half of the fitted maximal effect; on the % scale 0 is the no-effect control and ±100 the full control effect; nearly all actives have a fitted effect of over 60% in size
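PC12 cells with ecdysone-inducible HTT exon1 Q103-GFP, induced by 100 nM tebufenozide, given compounds in a concentration series. GFP aggregates (1–25 um, 6 SD above background) counted in lysates by laser-scanning cytometry, 488 nm excitation.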
HTT ATP protect: cytoprotection in Huntington HTT-Q103 PC12 cell model; PC12 HTT-Q103 induced, cytoprotection, ATP luminescence, 40 h; Potency, µM (highest dose often 56.4 µM), without a hit: cytoprotection (ATP increase), usual class: activators; actives 0.14% (n = 230,000);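 further: potency means the concentration at half of the fitted maximal effect; % of control where 0% means no effect; nearly all actives have a fitted effect of over 45% in size; toxic huntingtin expression switched on by the ecdysone agonist tebufenozide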
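Huntington model: PC12 line, ecdysone-inducible HTTQ103 exon1–GFP, tebufenozide 100 nM. Test articles in a dose series. Endpoint luminescence from cellular ATP.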
GAA inh: blocks human lysosomal alpha-glucosidase; purified human GAA, 4-MU-alpha-glucoside fluorescence; Potency, µM (top dose mostly 76.9 µM), inactives show at the top dose activity change, negative = inhibition, usual class: inhibitors; actives 0.005% (n = 200,000); AID 1466;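 further: potency means the concentration at half of the fitted maximal effect; plate controls were uninhibited enzyme wells for no effect and no-enzyme background for full effect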
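Read-out is 4-methylumbelliferone fluorescence (Ex 365/Em 440 nm) after NaOH/glycine stop at pH 10. Enzyme 4 nM, substrate 400 uM, pH 5.0 citrate buffer, 20 min room temperature; AC50 from Hill-equation concentration-response.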
Lamin A splicing: changes lamin A minigene splicing in HeLa cells. Potency, µM (series often up to 46.1 µM), without a hit: at the top dose ratio change, negative = inhibition, actives largely listed as inhibitors. actives 0.01% (n = 200,000). HeLa LMNA splicing GFP/RFP minigene ratio, 48 h; active means well fitted inhibition curve with a large enough effect in the signal ratio, with a control signal flat, not every such curve was filed as active; inconclusive means small, poorly fitted or top-dose-only effect, or effect the other way, or a change in a side signal; the % refers to the signal ratio; further: potency means the concentration at half of the fitted maximal effect; on the % scale 0 is the no-effect control and ±100 the full control effect
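S3 HeLa stable clones carrying a lamin A-EGFP splicing minigene plus DsRed2 were seeded at 600 cells/well in Opti-MEM with 2% FBS, pin-dosed and incubated 48 h at 37°C. Acumen cytometry (488 nm) gave the GFP/RFP total-intensity ratio.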
GAA spleen mod: inhibitors or activators of human alpha-glucosidase in spleen homogenate. P10253. human spleen homogenate, 4-MU-alpha-glucoside fluorescence. Potency, µM (top dose mostly 79.9 µM), for inactives: top-dose activity change, negative = inhibition, usual class: inhibitors. actives 0.006% (n = 240,000);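 further: potency means the concentration at half of the fitted maximal effect; 0% = enzyme with vehicle and -100% = no enzyme basal signal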
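Enzyme source: human spleen homogenate, 1 ug/well. Buffer 50 mM citric acid/K phosphate pH 5.0, 0.01% Tween-20. 4-MU-alpha-glucoside 1 mM; 37 C x 40 min; NaOH/glycine stop; fluorescence.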
The depositor's hits bear a star; ? = inconclusive; . = not tested or not shown; [ ] = remark or other dose. Unless noted, the call rests on the fitted dose curve; in most records, active means well fitted curve in the direction sought with a large enough effect; inconclusive means small, poorly fitted or top-dose-only effect, or another doubt; inactive means no such curve, though single readings can be large; an effect the other way counts as inactive or inconclusive. Compounds as they come; 1.5% or so of the library scored in one or more.

Second line of a record: CBFb-RUNX1 inh	GAA glycogen	HTT aggregate	HTT ATP protect	GAA inh	Lamin A splicing	GAA spleen mod
- O=C(NCCCn1ccnc1)c1cc2c(ccc3ccccc32)o1
→ -13%	0%	-12%	-13%[10 µM]	-17%	10%[46 µM]	8%
- CC(=O)c1ccc(NC(=O)CSCC(=O)Nc2ccc3ccccc3c2)cc1
→ 5%	-22%	5%	-3%	-8%	-2%	-1%
- Cc1ccc(N2CCN(S(=O)(=O)N(C)C)CC2)cc1Cl
→ 11%	-1%	6%	1%	-8%	3%	-5%
- Cc1occc1C(=O)NNC(=O)c1cccc(F)c1
→ -20%	8%	-10%	-6%[10 µM]	0%	?	2%
- N#Cc1c(-c2ccccc2)[nH]c(=S)[nH]c1=O
→ 2%	-5%	-2%	-15%	-16%	8%	-5%
- CCCCc1nc2ccccc2c(NC(=O)CN(CC)CC)c1CCC
→ 1%	-15%	30%	-87%[inhibitor]	?	-1%	-2%
- COc1ccc2oc(=O)c(C(=O)N3CCN(c4ccc(F)cc4)CC3)cc2c1
→ -2%	-1%	-6%	-5%[10 µM]	-3%	?	5%
- CC1CCN(C(=O)CNC(=O)c2cccc(OC(F)F)c2)CC1
→ -2%	-14%	-6%	-8%	-14%	.	7%
- COc1ccc(/C=N/NC(=O)C[n+]2ccccc2)c(OC)c1
→ 3%	-4%	0%	-35%[inhibitor]	-1%	5%[46 µM]	4%
- CCC(C(=O)NCCC1=CCCCC1)c1ccccc1 (centres undefined)
→ 14%	10%	3%	-7%[10 µM]	-27%	5%	-3%
- O=C(COc1ccc2c(c1)CCC2)NCc1ccccc1
→ 12%	-2%	12%	28%[0.074 µM]	5%	11%	5%
- CCOc1ccc(S(=O)(=O)N2CCCCC2)c2ccccc12
→ 16%	0%	-23%	-17%	-2%	?	-1%
- COC(=O)c1cc(C(=O)OCC(=O)N2c3ccccc3NC(=O)C2(C)C)cc([N+](=O)[O-])c1
→ -1%	-5%	-13%	43%[10 µM]	0%	-10%	1%
- CC(C)Oc1ccc(CCc2nnc(SC(C)C(=O)O)n2-c2ccccc2)cc1 (centres undefined)
→ 0%	12%	-23%[9.22 µM]	0%[10 µM]	5%	10%[46 µM]	-1%
- CCn1cc(C(=O)NCCCN2CCCCCC2)c(=O)c2cc(S(=O)(=O)N3CCc4ccccc4C3)ccc21
→ -8%	7%	-22%	-11%	?	.	1%
- COc1ccc(CCNC(=O)C2CCCN(c3nn4c(=O)cc(C)nc4s3)C2)cc1OC (centres undefined)
→ -4%	5%	-11%	2%[10 µM]	1%	-18%	-14%
- COCCSc1nnc(NC(=O)c2ccc(NC(C)=O)cc2)s1
→ 0%	8%	-4%[9.22 µM]	-2%[10 µM]	-2%	8%[46 µM]	6%
- Cc1ccc(Cl)c2c1NC(=O)C2(O)CC(=O)c1ccccc1O (centres undefined)
→ 10%	0%	2%	-20%[10 µM]	-3%	-11%	-9%
- COc1ccc2c(c1)-c1c(ssc1=S)C(C)(C)N2
→ 8%	?	.	-13%[10 µM]	-9%	4%	-8%
- CCOC(=O)/C=C1\SCC(=O)N1CC(=O)NCCc1ccc(F)cc1
→ -5%	6%	10%	-10%	-7%	12%[46 µM]	6%
- CCOC(=O)c1cnc(SCC(=O)Nc2nc(C)c(C)s2)nc1N
→ 1%	-3%	-2%	-9%[10 µM]	1%	?	-1%
- COc1nc(OC)nc(N2CCCCCC2)n1
→ 5%	2%	-14%	-11%[1.9 µM]	-3%	-1%	0%
- Fc1c(F)c(F)c(N/N=C/c2c[nH]c3ccccc23)c(F)c1F
→ -3%	?	?	-39%[10 µM]	?	-28%	3%
- O=[N+]([O-])c1ccc(-n2nnnc2CN2CCOCC2)cc1
→ 3%	7%	.	.	?	?	-2%
- CSc1ccc(CCNC(=O)CSc2ccsc2[N+](=O)[O-])cc1
→ 0%	1%	-7%	-33%	1%	-4%	-11%
- Cc1cc(=O)[nH]c(Nc2c(C)n(C)n(-c3ccccc3)c2=O)n1
→ 6%	0%	-27%	15%[0.074 µM]	1%	4%	-14%
- COc1cc(/C=N/NS(=O)(=O)c2ccc(C)c([N+](=O)[O-])c2)ccc1O
→ -5%	?	27%	7%	5%	-4%[46 µM]	-3%
- CCOC(=O)N1CCN(C(=O)CSCC(=O)Nc2nc(-c3ccc(-c4ccccc4)cc3)cs2)CC1
→ 0%	-5%	.	-43%[inhibitor][10 µM]	-3%	?	-1%
- COc1cc(OC)c2c(c1)OC(=O)CC2c1ccccc1OC (centres undefined)
→ -18%[89.1 µM]	.	.	29%	.	.	-4%[119 µM]
- C#CCOCCOCCOCCNc1nc(N2CCN(C(=O)C(Cc3ccc(O)cc3)n3cc(C(N)CC(C)C)nn3)CC2)nc(N2CCN(C(=O)C(Cc3cc4ccccc4[nH]3)n3cc(C(N)C(C)CC)nn3)CC2)n1 (centres undefined)
→ -13%	7%	-27%[9.22 µM]	-11%[10 µM]	.	.	-4%

Two compounds from above, showing only HTT ATP protect, GAA spleen mod and GAA glycogen.
mol	HTT ATP protect	GAA spleen mod	GAA glycogen
COc1nc(OC)nc(N2CCCCCC2)n1	-11%[1.9 µM]	0%	2%
Fc1c(F)c(F)c(N/N=C/c2c[nH]c3ccccc23)c(F)c1F	-39%[10 µM]	3%	?

New compounds follow
Second line of a record: CBFb-RUNX1 inh	GAA glycogen	HTT aggregate	HTT ATP protect	GAA inh	Lamin A splicing	GAA spleen mod
- Cc1nn(-c2ccccc2)c(CC(C)(C)C(=O)O)c1C(=O)O
→ 10%	2%	-9%	3%	1%	-1%	-2%
- O=C(/C=C/c1ccccc1Cl)NC1CCS(=O)(=O)C1 (centres undefined)
→ 3%	-8%	4%[9.22 µM]	9%[10 µM]	?	?	6%
- O=C(COc1ccccc1)NNc1nc2c(F)cc(F)cc2s1
→ -6%	?	19%	.	-1%	.	0%
- COC(=O)Nc1ccc(S(=O)(=O)N(C)CC(F)(F)C(F)F)cc1
→ 14%	9%	?	-1%	-4%	1%	-6%
- O=C(COC(=O)c1ccccn1)NCCCc1ccccc1
→ -1%	-1%	10%	-4%[10 µM]	6%	7%	-1%
- O=C(NNC(=O)c1ccccc1Cl)c1ccncc1
→ 4%	-1%	6%	17%[10 µM]	3%	-15%	12%
- COc1cccc(Cn2c(OCC3CCCO3)nc3c2c(=O)n(C)c(=O)n3C)c1 (centres undefined)
→ 3%	2%	-4%	4%[10 µM]	-3%	3%	-5%
- Cc1cc(C(=O)N/N=C/c2c(C)nn(-c3ccccc3)c2Cl)n[nH]1
→ 0%	-2%	13%[9.22 µM]	-8%[10 µM]	.	.	-6%
- C=CCn1c(Cc2cccs2)nnc1SCC(=O)c1cccc(Br)c1
→ -6%	-3%	5%	-19%	-4%	-2%	-6%
- COc1cccc(CC2CC(=O)N(CCc3ccc4c(c3)OCO4)C2=O)c1 (centres undefined)
→ -2%	?	-14%	-7%	2%	-3%	1%
- CC(=O)c1ccc(C)cc1OC(=O)c1cccc(F)c1
→ 12%	-2%	3%	-37%[inhibitor]	5%	-7%[9.22 µM]	-3%
- Cc1ccc(C(=O)c2ccccc2C(=O)O)s1
→ 1%	7%	-6%	-17%	6%	5%	-9%
- COC(=O)c1scc(C)c1N1C(=O)c2ccccc2C1=O
→ -4%	0%	20%[9.22 µM]	6%[10 µM]	4%	17%[46 µM]	-1%
- C/C(=N\NC(=O)c1ccc(CSc2nncn2C)cc1)c1ccc2ccccc2c1
→ 16%	5%	9%	-3%[10 µM]	1%	17%	-5%
- c1ccc(C2CC(c3ccccc3)n3ncnc3N2)cc1 (centres undefined)
→ 2%	-3%	7%	0%[10 µM]	3%	4%	5%
- Cn1c(=O)[nH]c(=O)c2c1nc(N1CCN(c3ccccc3)CC1)n2CCSc1ncccn1
→ 4%	24%	24%	-21%	-3%	-3%	-6%
- CCOc1ccc2nc(NC(=O)CN3CCN(c4ccccn4)CC3)sc2c1
→ -1%	0%	-2%	-2%[10 µM]	-5%	?	-2%
- Cn1c2ccccc2c2c(C(=O)NCc3ccco3)cn(C3CCCCC3)c(=O)c21
→ 0%	-1%	-13%[1.84 µM]	-2%	11%	12%	-14%
- CCSc1nnc([C@@H]2CCCN2C(=O)OC(C)(C)C)o1
→ 2%	2%	10%	-5%[0.074 µM]	4%	7%	-4%
- CCC(=O)c1ccc(CCCCCC(=O)O)s1
→ -5%	4%	-12%	-27%	-2%	-1%	-11%
- CCOCCCNC(=O)CCNC(=O)c1cc(OC)c(OC)c(OC)c1
→ 2%	-4%	5%	-7%	-8%	4%	3%
- CC1=C(C(=O)OCc2ccc3c(c2)OCO3)C(c2ccc(Cl)cc2)NC(=O)N1 (centres undefined)
→ -2%	-2%	1µM*	-3%	-3%[15.4 µM]	?	-1%
- Cc1cc(/C=C2\SC(=S)NC2=O)c(C)n1-c1ccc(O)cc1
→ ?	-9%	3%[9.22 µM]	-25%[10 µM]	.	.	2%
- O=C(/C=C\c1ccco1)Nc1nc(-c2ccccc2)cs1
→ -6%	9%	4%	-8%[10 µM]	4%	?	-2%
- COc1cccc(C(=O)C2CCCN(C(=O)c3cccc(C#CC(C)(C)O)c3)C2)c1 (centres undefined)
→ 0%	5%	.	.	13%	?	-4%
- O=C1C2C3C=CC(CC3)C2C(=O)N1/N=C/c1ccccc1O (centres undefined)
→ 5%	11%	18%	5%	1%	-3%	-5%
- CC(=O)c1ccc(-n2c(SCC(=O)c3c[nH]c4ccccc34)nc3ccccc3c2=O)cc1
→ -11%	8%	?	?	-1%	?	-4%
- O=C(NCc1ccc2c(c1)OCO2)C1CCCN1C(=O)Nc1ccc(F)cc1 (centres undefined)
→ 4%	9%	10%	-14%[10 µM]	-5%	-2%	8%
- CCOc1ccc(CN2CCN(Cc3ccsc3)C(CCO)C2)cc1CO (centres undefined)
→ 3%	-4%	-8%[9.22 µM]	-11%[10 µM]	9%	2%[46 µM]	4%
- CCOc1ccccc1N(C(=O)CNS(=O)(=O)c1ccccc1)C(CC)C(=O)NCc1ccco1 (centres undefined)
→ -1%	-12%	1%[9.22 µM]	15%	-5%	6%	-7%
- CN(C(=O)c1c[nH]c(=O)cc1C(F)(F)F)c1ccc(Cl)c(Cl)c1
→ 11%	8%	3%[9.22 µM]	7%[10 µM]	.	.	11%

Screening results as filed in PubChem.
